Screens (PubChem BioAssay)
CHO-K1 Ca ag: counter-screen for M1 agonists: effect in parental CHO-K1 cells. Fluo-8 calcium fluorescence; scaled to maximal ATP response, vehicle zero. activation, % at 3 µM. 0.48% of 360,000 active. AID 602248, 2012; in the data active means activation above about 15%;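 further: untransfected CHO-K1 host cells lacking M1 receptor as counterscreen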
OXTR potentiator: human OXTR potentiators, primary screen, fluorescence, CHO-OTR cells, Fluo-8 calcium | Fluo-8 calcium fluorescence, potentiator mode; 0% = oxytocin EC15, 100% = EC100 | activation, % at 3 µM | 0.061% of 320,000 active | AID 2445, 2010;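 active means activation above that plate's cutoff, the mean activation of tested compounds plus 3 SD, cut at about 6.6% in these data, passing the limit was not always enough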;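 further: 100% uses oxytocin at 75 nM as the full agonist control; some results filed as inactive read as strong as hits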
Target sequence (P30559 whole entry, looked up): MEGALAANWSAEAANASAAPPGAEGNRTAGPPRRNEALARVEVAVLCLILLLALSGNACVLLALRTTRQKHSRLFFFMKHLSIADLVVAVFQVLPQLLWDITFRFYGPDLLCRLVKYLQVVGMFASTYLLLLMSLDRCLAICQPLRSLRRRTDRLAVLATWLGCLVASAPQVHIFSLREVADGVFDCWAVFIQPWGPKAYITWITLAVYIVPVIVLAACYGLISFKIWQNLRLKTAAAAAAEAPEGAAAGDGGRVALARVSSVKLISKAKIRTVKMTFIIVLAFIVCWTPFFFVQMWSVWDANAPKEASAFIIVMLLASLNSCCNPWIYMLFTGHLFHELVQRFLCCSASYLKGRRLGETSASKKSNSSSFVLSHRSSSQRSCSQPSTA
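Measured by – Fluo-8 calcium dye fluorescence · Test system – human OTR in CHO cells · Dosing – one concentration, 3.0 µM compound · Controls – EC15 oxytocin alone as 0%, 75 nM oxytocin as 100% · Evaluation – normalized max/min fluorescence ratio, % activation · Timing – 6 min pre-incubation, 100 s read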
CHRM4 antagonist: human M4 muscarinic receptor antagonists, primary screen, CHO cells, Fluo-8 calcium fluorescence. 0.73% of 360,000 active. CHO-hM4 cells, ACh EC80. Muscarinic acetylcholine receptor M4 (Homo sapiens), P08173. inhibition, % at 3 µM. AID 624125, 2012;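 active means inhibition above its plate's cutoff, the mean inhibition of sample wells plus 3 SD, cut at about 27% in these data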;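 further: 0% = acetylcholine EC80 with DMSO and 100% = DMSO without agonist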
Target sequence (P08173 whole entry, looked up): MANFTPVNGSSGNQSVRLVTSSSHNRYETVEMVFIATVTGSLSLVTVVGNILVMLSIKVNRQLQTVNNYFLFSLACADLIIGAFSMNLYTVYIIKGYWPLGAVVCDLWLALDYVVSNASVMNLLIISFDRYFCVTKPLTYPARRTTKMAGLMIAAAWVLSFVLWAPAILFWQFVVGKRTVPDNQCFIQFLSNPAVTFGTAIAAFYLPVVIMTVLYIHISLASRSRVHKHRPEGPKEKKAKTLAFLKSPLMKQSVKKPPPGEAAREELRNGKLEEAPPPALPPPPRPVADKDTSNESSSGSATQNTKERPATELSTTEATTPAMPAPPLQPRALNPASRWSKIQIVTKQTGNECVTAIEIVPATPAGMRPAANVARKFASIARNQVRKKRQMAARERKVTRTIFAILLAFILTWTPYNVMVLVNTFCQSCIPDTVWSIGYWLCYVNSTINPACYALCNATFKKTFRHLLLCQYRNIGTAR
CHO parental Ca: ATP-evoked calcium signal inhibitors, parental CHO, primary screen, counter-screen for OX1R antagonist project, cell-based, fluorescence, Fluo-8 calcium dye; parental CHO-K1, ATP-induced calcium, Fluo-8 fluorescence; inhibition, % at 5.6 µM; 0.63% of 330,000 active; AID 463079, 2010;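 active means inhibition above that plate's mean sample inhibition plus 3 SD, cut at about 26% in these data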;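 further: 0% = ATP-challenged DMSO wells and 100% = DMSO wells without ATP; some compounds past the cut are filed as inactive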
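Material: Parental CHO cells | Reagent: ATP | Compound dosing: Single nominal dose of 5.6 µM per compound | Detection: Intracellular calcium via Fluo-8 no-wash fluorescent dye | Read-out: % inhibition of ATP-induced calcium mobilization | Benchmarks: Low control ATP plus DMSO, high control DMSO only | Replicates: Singlicate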
CHO-K1 Ca antag: counter-screen for M1 antagonists: effect in parental CHO-K1 cells | ATP-induced calcium, Fluo-8 fluorescence | inhibition, % at 3 µM | 0.6% of 360,000 active | AID 602250;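 active means inhibition above a per-plate cutoff, the plate's mean sample inhibition plus 3 SD, cut at about 24% in these data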;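 further: 0% = DMSO plus EC80 ATP and 100% = DMSO alone without ATP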
M1 ag: human M1 muscarinic receptor agonists, primary screen, Fluo-8 calcium fluorescence, CHO-K1 cells, HTS. AID 588814, 2011. 0.33% of 360,000 active. activation, % at 3 µM. CHO-K1 hM1, agonist mode; 0% DMSO, 100% acetylcholine EC100;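 active means activation above the run's mean compound activation plus 3 SD, cut at about 16% in these data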;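 further: peak over basal fluorescence ratio within a 140 s kinetic read after compound addition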
M1 PAM: human M1 muscarinic receptor positive allosteric modulators, primary screen, CHO-K1 cells, Fluo-8 calcium fluorescence, 1536-well; Muscarinic acetylcholine receptor M1 (Homo sapiens), P11229; CHO-K1 hM1, ACh EC20; 0% = ACh EC20, 100% = maximal ACh; activation, % at 3 µM; 0.088% of 360,000 active; AID 588819, 2011; in the data active means activation above about 19%, passing the limit was not always enough
CHRM1 antagonist: human M1 muscarinic receptor antagonists, primary screen, CHO-K1 cells, Fluo-8 calcium fluorescence, 1536-well; 1.3% of 360,000 active; Muscarinic acetylcholine receptor M1 (Homo sapiens), P11229; inhibition, % at 3 µM; CHO-K1 hM1, ACh EC80 antagonist;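 active means percent inhibition above its own plate's cutoff, namely the mean of that plate's compound wells plus 3 SD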;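 further: peak over basal fluorescence ratio during 140 s after agonist addition; 0% = ACh EC80 plus DMSO and 100% = DMSO alone without agonist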
M4 ag: human M4 muscarinic receptor agonists, primary screen, CHO-K1 cells, Fluo-8 calcium fluorescence; Muscarinic acetylcholine receptor M4 (Homo sapiens), P08173; CHO-K1 hM4/Gqi5; vehicle 0%, full acetylcholine response 100%; activation, % at 3 µM; 0.14% of 360,000 active;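 active means activation above the run mean over all test wells plus 3 SD, cut at about 32% in these data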;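 further: peak over basal fluorescence ratio per well then scaled between controls; 0% = DMSO wells and 100% = acetylcholine at EC100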
The depositor's hits bear a star; x = not tested or not shown.

item	SMILES	CHO-K1 Ca ag	OXTR potentiator	CHRM4 antagonist	CHO parental Ca	CHO-K1 Ca antag	M1 ag	M1 PAM	CHRM1 antagonist	M4 ag
1	O=C(/C=C/c1ccc(S(=O)(=O)N2CCOCC2)cc1)N1CCN(c2ccccc2)CC1	1.1	-13	-6	-8	-15	-2	10	-4	1
2	Cc1ccc(C(=O)NCC(=O)OCC(=O)NCCNC(=O)COC(=O)CNC(=O)c2ccc(C)cc2)cc1	0.4	-1	-8	-17	6	0	2	-4	11
3	C[C@@H]1Cn2cnc(C(=O)N[C@@H](C)C(=O)OC(C)(C)C)c2C(=O)N1	0.1	x	-2	x	-7	0	-11	14	1
4	OC[C@H]1O[C@@H](c2nc(-c3nc(-c4ccc(F)cc4)no3)cs2)[C@H](O)[C@@H]1O	1.0	x	0	x	-11	2	3	-8	2
5	Cc1c(C(=O)N(Cc2ccc(F)cc2)C2CCS(=O)(=O)C2)oc2ccccc12 (stereo not given)	3.7	-8	-4	3	-17	1	8	-4	5
6	COc1ccc(OCc2cccc(C(=O)N3CCCC3)c2)cc1	-0.4	4	-9	-19	9	-2	-9	-1	0
7	CCOc1ccccc1NC(=O)c1ccc(NC(=O)C2CCCO2)cc1 (stereo not given)	1.1	-5	-4	3	-5	-7	-4	5	2
8	Nc1n[nH]c(-c2ccccc2)c1-c1ccccc1	0.6	4	-7	-19	-6	-5	6	-4	1
9	COCCNc1nnc(Cc2ccc(OC)c(OC)c2)c(=O)[nH]1	-0.6	-15	-3	-7	8	-1	9	-12	1
10	Cc1ccc(Cn2c(C)c3cnn(CC(=O)NCc4ccccn4)c(=O)c3c2C)cc1	0.4	-6	3	-6	-1	8	-8	9	2
11	CCOc1ccc(NC(=O)c2ccc(CN3CCc4ccccc4C3)cc2)cc1	0.2	-7	-1	-12	27*	-9	-21	39*	2
12	COCc1cc(C)nc2sc(C(=O)Nc3ccccc3C)c(N)c12	0.7	-2	-5	-17	-15	1	8	-17	1
13	CC(OC(=O)c1nc(-c2ccccc2)n(-c2ccccc2)n1)C(=O)Nc1cc(Cl)cc(Cl)c1 (stereo not given)	0.5	-5	7	-21	-3	-7	-3	-6	-1
14	COc1ccc(/C=N\NC(=O)CNC(=O)C2COc3ccccc3O2)cc1[N+](=O)[O-] (stereo not given)	3.7	-2	-5	-11	-17	-3	-1	-1	5
15	CCN1C(C#N)=C(C#N)N=C(C)CC1(C)C	3.2	-1	-6	-4	-14	-6	8	-10	1
16	CCOC(=O)CCCCCC(=O)Nc1ccc2c(c1)C(=O)N([C@H](C)CO)C[C@H](C)[C@@H](CN(C)C(=O)Nc1ccc(OC)cc1)O2	-0.2	7	-5	14	14	-12	-3	-2	1
17	COc1ccc(C(=O)NCCc2nnc3ccc(SCC(=O)NCc4ccc(F)cc4)nn23)cc1	-0.3	-3	-4	-15	16	6	14	1	1
18	CCOC(=O)Cc1csc(NC(=O)c2ccc(Cl)s2)n1	13	-23	2	20	9	-4	-14	22	12
19	CCNC(=O)C1(C)CCCN(Cc2ccc3ccccc3c2Br)C1 (stereo not given)	1.1	x	35*	x	-13	-8	-3	-11	1
20	O=[N+]([O-])c1ccccc1-c1nc(-c2ccc(Br)o2)no1	0.4	-3	-1	-15	0	-8	0	7	0
21	CCN(CC(=O)Nc1ccc(OC)cc1)C(=O)CSCC(=O)Nc1cc(C)on1	-0.2	-7	-15	-10	3	-1	10	-1	1
22	COc1ccc(CCNc2oc(COc3ccc(F)cc3)nc2C#N)cc1	4.5	-17	-8	-11	-10	-2	-5	-8	6
23	O=C(CCCc1nc2ccccc2s1)NCc1ccccc1	8.6	-10	0	1	3	-7	8	1	0
24	COc1ccc(OCCCC(=O)N2CCCc3ccccc32)cc1	1.9	-15	9	-20	-12	-4	6	-8	1
25	O=C(Nc1cccnc1)C12CC3CC(CC(C3)C1)C2	0.3	-7	-5	-8	-8	-6	3	3	1
26	CCn1c(=N)c(S(=O)(=O)c2ccccc2)cc2c(=O)n3ccccc3nc21	0.2	-13	-1	-25	-18	-8	5	3	0
27	COc1cccc(NC(=O)Cc2nc(-c3ccccc3)sc2-c2ccc(C)cc2)c1	0.4	-7	-8	-16	-2	-8	2	-5	0
28	CCOC(=O)CNc1c(-c2ccc(O)cc2)nc2ccc(Cl)cn12	5.6	-2	16	-15	8	-2	-12	24	12
29	Cc1ccc(C(=O)NC(C)c2ccc(-n3ccnc3)cc2)o1 (stereo not given)	1.7	2	-3	-30	-6	-4	13	-17	1
30	CCOc1nc(-c2ccc(Cl)cc2)nc2ccccc12	0.1	3	-7	1	3	-3	12	9	1

Copied from above: compounds 1–6
item	SMILES	CHO-K1 Ca ag	OXTR potentiator	CHRM4 antagonist	CHO parental Ca	CHO-K1 Ca antag	M1 ag	M1 PAM	CHRM1 antagonist	M4 ag
1	O=C(/C=C/c1ccc(S(=O)(=O)N2CCOCC2)cc1)N1CCN(c2ccccc2)CC1	1.1	-13	-6	-8	-15	-2	10	-4	1
2	Cc1ccc(C(=O)NCC(=O)OCC(=O)NCCNC(=O)COC(=O)CNC(=O)c2ccc(C)cc2)cc1	0.4	-1	-8	-17	6	0	2	-4	11
3	C[C@@H]1Cn2cnc(C(=O)N[C@@H](C)C(=O)OC(C)(C)C)c2C(=O)N1	0.1	x	-2	x	-7	0	-11	14	1
4	OC[C@H]1O[C@@H](c2nc(-c3nc(-c4ccc(F)cc4)no3)cs2)[C@H](O)[C@@H]1O	1.0	x	0	x	-11	2	3	-8	2
5	Cc1c(C(=O)N(Cc2ccc(F)cc2)C2CCS(=O)(=O)C2)oc2ccccc12 (stereo not given)	3.7	-8	-4	3	-17	1	8	-4	5
6	COc1ccc(OCc2cccc(C(=O)N3CCCC3)c2)cc1	-0.4	4	-9	-19	9	-2	-9	-1	0

Continued.
item	SMILES	CHO-K1 Ca ag	OXTR potentiator	CHRM4 antagonist	CHO parental Ca	CHO-K1 Ca antag	M1 ag	M1 PAM	CHRM1 antagonist	M4 ag
31	Cc1ccc(C(=O)COC(=O)CCCC(=O)Nc2cc(C(F)(F)F)ccc2Cl)cc1C	-0.3	-8	2	7	1	-8	-17	9	1
32	CCCN(C)C[C@@H]1OCCCC[C@@H](C)Oc2ccc(NC(=O)c3ccccc3)cc2C(=O)N([C@H](C)CO)C[C@@H]1C	0.1	x	-18	x	7	-9	1	5	-1
33	O=C(CSc1nnc(COc2cccc3cccnc23)o1)N1CCCC1	1.0	6	-5	-18	-25	-4	12	-11	2
34	COC(=O)CSc1nc2sccc2c(=O)n1-c1ccccc1	0.5	-7	-12	-10	-2	-5	-1	0	2
35	O=C(Nc1sc2c(c1C(=O)c1ccc(Cl)cc1)CCCC2)c1cccnc1	0.0	-2	-2	-23	-5	-3	7	-3	-2
36	CCC(=O)OC1(C)C(=O)C=C2C=C(CCCC(=O)OC)OC=C2C1=O (stereo not given)	1.0	2	8	-5	-5	-1	9	-9	5
37	Cc1nn(-c2ccccc2)c(Cl)c1C(=O)Nc1ccc(N2CCOCC2)cc1	1.6	-1	-2	-16	-16	-4	-3	1	0
38	Clc1ccc(-c2nnnn2-c2ccc(Cl)cc2)cc1	-0.1	-12	7	-9	-6	-5	4	-9	-1
39	CC(=O)Nc1ccc(S(=O)(=O)Nc2cccc(-n3cnnn3)c2)cc1	0.3	-2	8	-11	-1	-2	3	2	0
40	O=C(COC(=O)CNC(=O)c1cccs1)Nc1ccc(C(F)(F)F)cc1[N+](=O)[O-]	1.9	-7	0	-3	-3	0	14	-12	6
41	COC(=O)C1=C(N)Oc2cc(C)n(Cc3cccnc3)c(=O)c2C1c1cccc(OC)c1OC (stereo not given)	0.0	-6	6	-13	-1	-3	-2	5	0
42	Cc1cc(/C=C2/C(=N)N3C(c4ccccc4)=CSC3=NC2=O)c(C)n1-c1ccccc1	2.2	-7	-5	-3	2	-7	7	-3	6
43	Cc1oc(-c2ccccc2Cl)nc1CS(=O)CC(=O)NCc1ccco1 (stereo not given)	-0.1	-3	-2	-3	4	0	17	-18	2
44	CC1NC(=O)N(C)C2NC(=O)N(C)C(c3ccccc3)C12 (stereo not given)	0.6	6	4	-13	-5	0	12	-17	1
45	COc1ccc(NC(=S)NC(=O)c2csnn2)cc1	-0.2	-5	3	-7	13	-7	4	-5	0
46	COCCn1c(SCc2nnc(-c3ccccc3)o2)nc2sc3c(c2c1=O)CCC3	-0.6	x	-11	x	14	-4	1	10	0
47	Cc1nc2ccccc2c2oc(C(=O)NCCN3CCN(C)CC3)cc12	0.5	9	-3	-13	6	-8	-2	-6	0
48	Cc1ccccc1NC(=O)C1CCCN(C(=O)Nc2ccc(F)cc2)C1 (stereo not given)	-0.5	-3	-3	-1	4	-5	12	-12	1
49	CCOC(=O)CSc1nnc([C@@H](NC(=O)OC(C)(C)C)C(C)C)o1	0.2	-13	-10	-5	-6	-3	1	-19	1
50	O=C(O)C(Cc1c[nH]c2ccccc12)NS(=O)(=O)c1ccc(Cl)c(C(F)(F)F)c1 (stereo not given)	0.6	-2	16	-4	-7	-6	11	-14	0
51	CCOC(=O)C1(Cc2ccc(OC)cc2)CCN(C(=O)c2ccc3[nH]ccc3c2)CC1	1.0	-4	2	-24	-7	-2	4	-6	1
52	O=c1[nH]cc(C(F)(F)F)cc1NS(=O)(=O)c1ccc([N+](=O)[O-])cc1	0.5	-17	-5	-5	-15	0	10	-14	0
53	CC(=O)N1CCCN(C(=O)c2ccc3nc(Cc4ccccc4F)oc3c2)CC1	0.2	0	1	-8	2	-3	4	-3	1
54	C=C(C)C(=O)N1CC2(CC(c3cccc(NC(=O)/C=C\C)c3)=NO2)C[C@H]1C(N)=O (stereo not given in full)	1.4	4	-4	-4	-10	-2	7	-2	1

An unsorted share of the library; overall some 2.9% were active at least once.
